NSD2 inh – inhibitors of human NSD2 methyltransferase; O96028; NSD2-SET H3K36me1 DELFIA fluorescence, biochemical; inhibition, % at 12.5 µM; 44,000 compounds, 0.07% hits; AID 624260; in the data active means inhibition above about 54%, passing the limit was not always enough;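 further: inhibitors reduce the monomethyl H3K36 fluorescence signal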
Target sequence (O96028 whole entry, looked up): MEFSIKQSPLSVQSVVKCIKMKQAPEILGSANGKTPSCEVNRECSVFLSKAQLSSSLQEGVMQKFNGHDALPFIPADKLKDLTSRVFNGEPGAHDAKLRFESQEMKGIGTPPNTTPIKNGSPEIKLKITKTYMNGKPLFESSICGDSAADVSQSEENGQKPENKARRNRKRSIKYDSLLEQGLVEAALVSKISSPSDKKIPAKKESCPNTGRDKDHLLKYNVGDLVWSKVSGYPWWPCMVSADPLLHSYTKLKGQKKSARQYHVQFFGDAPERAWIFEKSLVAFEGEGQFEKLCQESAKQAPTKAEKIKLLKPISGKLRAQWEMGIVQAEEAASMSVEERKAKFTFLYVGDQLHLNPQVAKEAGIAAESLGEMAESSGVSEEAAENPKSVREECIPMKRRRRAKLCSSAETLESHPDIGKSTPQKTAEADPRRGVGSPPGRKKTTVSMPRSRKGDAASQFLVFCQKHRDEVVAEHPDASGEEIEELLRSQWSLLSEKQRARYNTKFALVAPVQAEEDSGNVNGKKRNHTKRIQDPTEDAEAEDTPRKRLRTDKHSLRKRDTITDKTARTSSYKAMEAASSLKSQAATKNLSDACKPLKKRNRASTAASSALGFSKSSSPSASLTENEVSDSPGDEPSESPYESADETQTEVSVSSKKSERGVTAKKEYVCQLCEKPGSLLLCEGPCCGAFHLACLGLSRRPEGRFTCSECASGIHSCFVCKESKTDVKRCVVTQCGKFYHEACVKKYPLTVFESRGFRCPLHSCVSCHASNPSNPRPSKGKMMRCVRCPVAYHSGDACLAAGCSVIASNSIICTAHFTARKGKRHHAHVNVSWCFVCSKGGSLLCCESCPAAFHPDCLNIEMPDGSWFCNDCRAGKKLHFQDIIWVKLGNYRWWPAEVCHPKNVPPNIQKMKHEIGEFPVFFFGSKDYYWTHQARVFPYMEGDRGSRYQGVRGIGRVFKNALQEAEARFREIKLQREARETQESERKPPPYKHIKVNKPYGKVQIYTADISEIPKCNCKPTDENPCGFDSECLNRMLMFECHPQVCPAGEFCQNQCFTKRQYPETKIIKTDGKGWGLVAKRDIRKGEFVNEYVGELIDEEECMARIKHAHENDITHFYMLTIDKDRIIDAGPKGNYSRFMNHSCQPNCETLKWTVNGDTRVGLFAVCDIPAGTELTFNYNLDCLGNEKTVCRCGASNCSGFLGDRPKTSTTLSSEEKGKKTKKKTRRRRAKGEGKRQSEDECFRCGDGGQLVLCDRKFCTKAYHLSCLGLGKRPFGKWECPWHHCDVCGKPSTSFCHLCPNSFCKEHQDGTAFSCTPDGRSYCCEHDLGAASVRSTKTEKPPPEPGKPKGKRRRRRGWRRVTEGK
The depositor's hits bear a star.

SMILES	NSD2 inh
C[C@@H]1CCCCO[C@H](CN(C)Cc2ccc(Cl)c(Cl)c2)[C@@H](C)CN([C@H](C)CO)C(=O)c2cc(NC(=O)CCC(F)(F)F)ccc2O1	3
CC(C)NC(=O)Nc1ccc2c(c1)CC(=O)N([C@H](C)CO)C[C@H](C)[C@H](CN(C)Cc1ccc(Cl)c(Cl)c1)O2	-1
COc1ccc(S(=O)(=O)Nc2cccc3c2O[C@@H](CN(C)C)[C@@H](C)CN([C@@H](C)CO)C3=O)cc1	-13
O=C(NCCN1CCOCC1)[C@]1(CCS(=O)(=O)c2ccccc2)N=C(c2ccc(OCCCO)cc2)O[C@@H]1c1ccccc1	-7
C[C@H](CO)N1C[C@H](C)[C@H](CN(C)C(=O)Nc2ccc3c(c2)OCO3)Oc2c(NC(=O)C3CC3)cccc2C1=O	-12
C[C@@H]1CCCCO[C@H](CN(C)Cc2ccc3c(c2)OCO3)[C@H](C)CN([C@@H](C)CO)C(=O)c2cc(NC(=O)Nc3ccc(C(F)(F)F)cc3)ccc2O1	-6
C[C@H]1CN([C@@H](C)CO)C(=O)CCCn2nncc2CO[C@H]1CN(C)CC1CCCCC1	3
C[C@@H]1CCCCO[C@@H](CN(C)C(=O)Cc2ccccc2)[C@@H](C)CN([C@@H](C)CO)C(=O)c2cc(NS(=O)(=O)c3cccs3)ccc2O1	0
C[C@@H]1CN([C@@H](C)CO)C(=O)Cc2cc(NC(=O)Nc3ccc4c(c3)OCO4)ccc2O[C@H]1CN(C)C(=O)Nc1cccc2ccccc12	-5
C[C@@H]1CN([C@H](C)CO)C(=O)c2cc(N(C)C)ccc2O[C@H]1CN(C)C(=O)Nc1ccccc1	0
COc1ccc(NC(=O)Nc2ccc3c(c2)CC(=O)N([C@H](C)CO)C[C@@H](C)[C@@H](CN(C)C)O3)cc1	7
CNC[C@@H]1Oc2ccc(NC(=O)Nc3ccccc3)cc2CC(=O)N([C@@H](C)CO)C[C@@H]1C	-3
C[C@H](CO)N1C[C@H](C)[C@H](CN(C)S(=O)(=O)c2cccs2)OCCCC[C@H](C)Oc2ccc(NS(=O)(=O)c3cn(C)cn3)cc2C1=O	0
C[C@H]1C[C@@H]2[C@H]([C@@H](O)C[C@@]3(C)[C@H]2CC[C@]3(O)C(=O)CO)[C@@]2(C)C=CC(=O)C=C12	2
O=C(N/N=C/c1ccc(F)c(Oc2ccccc2)c1)c1ccccn1	1
COc1ccc(CN(C)C[C@H]2Oc3ccc(NC(=O)Cc4ccccc4)cc3C(=O)N([C@@H](C)CO)C[C@@H]2C)cc1	-1
C[C@H](CO)N1C[C@H](C)[C@H](CN(C)Cc2ccc(-c3ccccc3)cc2)Oc2c(NC(=O)c3ccncc3)cccc2C1=O	5
C[C@@H]1CCCCO[C@@H](CN(C)Cc2ccc(Cl)c(Cl)c2)[C@H](C)CN([C@H](C)CO)C(=O)c2cc(NC(=O)CCC(F)(F)F)ccc2O1	1
COc1ccccc1S(=O)(=O)N[C@H]1C=C[C@@H](CC(=O)N2CCOCC2)O[C@H]1CO	2
C/C=C/c1ccc2c(c1)O[C@H](CN(C)C(=O)c1cnccn1)[C@H](C)CN([C@H](C)CO)S2(=O)=O	1
C[C@H](CO)N1C[C@H](C)[C@@H](CN(C)Cc2ccccc2)Oc2cc(C#C[C@@H](C)O)ccc2S1(=O)=O	-3
O=C(O)CCCCCCC(=O)N/N=C/c1cc(O)ccc1Br	-4
COc1ccc(NC(=O)N(C)C[C@@H]2Oc3cc(-c4ccc(C)cc4)ccc3S(=O)(=O)N([C@@H](C)CO)C[C@@H]2C)cc1	-4
C[C@H]1CN([C@@H](C)CO)C(=O)c2cc(Br)cnc2O[C@@H]1CN(C)C(=O)c1cccnc1	0
COc1ccc(S(=O)(=O)N(C)C[C@@H]2Oc3ccc(NC(=O)Cc4cn(C)c5ccccc45)cc3C(=O)N([C@@H](C)CO)C[C@@H]2C)cc1	2

Other records:
SMILES	NSD2 inh
Cc1noc(C)c1S(=O)(=O)Nc1ccc2c(c1)CC(=O)N([C@@H](C)CO)C[C@H](C)[C@H](CN(C)S(=O)(=O)c1cccs1)O2	10
C[C@@H]1CN([C@@H](C)CO)C(=O)Cc2cc(NC(=O)NC3CCCCC3)ccc2O[C@@H]1CN(C)Cc1ccncc1	18
COc1ccc(CN(C)C[C@H]2Oc3c(NC(=O)c4nc5ccccc5s4)cccc3C(=O)N([C@H](C)CO)C[C@@H]2C)cc1	2
C[C@@H]1CCCCO[C@@H](CN(C)C(=O)NC2CCCCC2)[C@H](C)CN([C@@H](C)CO)C(=O)c2cc(NS(=O)(=O)c3ccc(Cl)cc3)ccc2O1	-1
C[C@H](CO)N1C[C@H](C)[C@@H](CN(C)Cc2ccncc2)Oc2ccc(NC(=O)Nc3ccc(F)cc3)cc2CC1=O	1
C[C@H]1CCCCO[C@H](CN(C)C(=O)C2CCCCC2)[C@@H](C)CN([C@@H](C)CO)C(=O)c2cc(NS(=O)(=O)c3cn(C)cn3)ccc2O1	-192
C[C@H](CO)N1C[C@H](C)[C@H](CN(C)C(=O)NC2CCCCC2)Oc2c(NC(=O)Nc3ccc(F)cc3)cccc2C1=O	-4
Cc1ccc(S(=O)(=O)Nc2ccc3c(c2)C(=O)N([C@@H](C)CO)C[C@@H](C)[C@@H](CN(C)S(=O)(=O)c2ccc(C)cc2)OCCCC[C@@H](C)O3)cc1	2
C[C@@H]1CN([C@@H](C)CO)C(=O)Cc2cc(NC(=O)Nc3ccc(F)cc3)ccc2O[C@H]1CN(C)Cc1ccc2c(c1)OCO2	7
C[C@@H]1CN([C@@H](C)CO)C(=O)c2cc(NC(=O)CCC(F)(F)F)ccc2O[C@@H](C)CCCCO[C@@H]1CN(C)C(=O)CCCN(C)C	1
Cc1ccc(S(=O)(=O)N(C)C[C@H]2Oc3ccc(NC(=O)Nc4ccc5c(c4)OCO5)cc3CC(=O)N([C@H](C)CO)C[C@H]2C)cc1	1
Cc1ccc(S(=O)(=O)N(C)C[C@H]2OCCCC[C@H](C)Oc3ccc(NS(=O)(=O)c4cccs4)cc3C(=O)N([C@@H](C)CO)C[C@@H]2C)cc1	-8
COc1ccc(CN(C)C[C@@H]2OCCCC[C@@H](C)Oc3ccc(NS(=O)(=O)c4ccc(OC)cc4)cc3C(=O)N([C@H](C)CO)C[C@H]2C)cc1	3
C[C@@H]1CN([C@H](C)CO)C(=O)c2cc(C#Cc3ccccc3F)cnc2O[C@H]1CN(C)S(=O)(=O)c1ccccc1F	7
C[C@H](CO)N1C[C@H](C)[C@H](CN(C)Cc2ccccc2)Oc2cc(C#CC3CC3)ccc2S1(=O)=O	5
CCCN(C)C[C@@H]1Oc2cc(/C=C/c3ccccc3)ccc2S(=O)(=O)N([C@@H](C)CO)C[C@H]1C	14
CCCC#Cc1cnc2c(c1)C(=O)N([C@H](C)CO)C[C@H](C)[C@@H](CN(C)S(=O)(=O)c1cn(C)cn1)O2	1
C[C@@H]1CCCCO[C@@H](CN(C)C(=O)Cc2ccccc2)[C@H](C)CN([C@@H](C)CO)C(=O)c2cc(NC(=O)CCCCCC(=O)Nc3ccccc3N)ccc2O1	5
O=C1CCCN1CCCNc1ncnc2c1cnn2-c1ccc(Cl)cc1	5
C[C@@H]1CN([C@@H](C)CO)C(=O)c2cc(NC(=O)NC3CCCCC3)ccc2O[C@@H]1CN(C)CC1CCCCC1	2
C[C@@H]1CCCCO[C@@H](CN(C)Cc2ccc(C(=O)O)cc2)[C@H](C)CN([C@H](C)CO)C(=O)c2cc(NC(=O)Nc3cccc4ccccc34)ccc2O1	-5
Cc1noc(C)c1NC(=O)Nc1cccc2c1O[C@H](CN(C)S(=O)(=O)c1cccs1)[C@@H](C)CN([C@H](C)CO)C2=O	-1
C[C@H]1CN([C@@H](C)CO)C(=O)c2cccc(NC(=O)c3ccncc3)c2O[C@H]1CN(C)Cc1ccc(C(F)(F)F)cc1	5
C[C@@H]1CN([C@@H](C)CO)C(=O)c2cc(-c3ccc(F)cc3)cnc2O[C@@H]1CN(C)C(=O)Cc1ccccn1	6
C[C@@H]1CN([C@H](C)CO)C(=O)c2cc(NC(=O)C3CC3)ccc2O[C@H]1CN(C)Cc1ccc(C(=O)Nc2ccccc2N)cc1	-3

Other results
SMILES	NSD2 inh
CC(C)NC(=O)Nc1ccc2c(c1)C(=O)N([C@@H](C)CO)C[C@H](C)[C@@H](CN(C)Cc1ccc3c(c1)OCO3)O2	4
C[C@H]1CCCCO[C@@H](CN(C)C)[C@@H](C)CN([C@@H](C)CO)C(=O)c2cc(NS(C)(=O)=O)ccc2O1	-1
C[C@@H]1CCCCO[C@@H](CN(C)C(=O)c2ccncc2)[C@H](C)CN([C@H](C)CO)C(=O)c2cc(NC(=O)Cc3ccccc3)ccc2O1	0
C[C@H](CO)N1C[C@H](C)[C@H](CN(C)S(C)(=O)=O)Oc2ccc(NC(=O)c3ccncc3)cc2CC1=O	-1
COC(=O)CCCCCCC(=O)N/N=C/c1cc2c(cc1Br)OCO2	-2
C[C@H](CO)N1C[C@H](C)[C@H](CN(C)CC2CCCCC2)Oc2ccc(NS(C)(=O)=O)cc2C1=O	0
C[C@H](CO)N1C[C@H](C)[C@H](CN(C)C(=O)Nc2cccc3ccccc23)Oc2c(NS(=O)(=O)c3ccc(Cl)cc3)cccc2C1=O	-1
C[C@H]1CN([C@@H](C)CO)C(=O)c2cc(C#CC3CC3)cnc2O[C@H]1CN(C)Cc1cccc(C(=O)O)c1	-5
CC(C)C#Cc1cnc2c(c1)C(=O)N([C@@H](C)CO)C[C@@H](C)[C@@H](CN(C)C(=O)c1cccc(F)c1)O2	-2
C[C@H](CO)N1C[C@H](C)[C@@H](CN(C)S(=O)(=O)c2cn(C)cn2)Oc2cc(C#Cc3ccc(F)cc3)ccc2S1(=O)=O	5
C[C@@H]1CN([C@@H](C)CO)C(=O)c2ccccc2-c2ccccc2CO[C@@H]1CN(C)C(=O)N[C@H](C)c1ccccc1	-2
C[C@H]1CN([C@@H](C)CO)C(=O)Cc2cc(NS(=O)(=O)c3ccc(Cl)cc3)ccc2O[C@@H]1CN(C)Cc1ccc(Cl)c(Cl)c1	-18
C[C@H](CO)N1C[C@H](C)[C@H](CN(C)CC2CCCCC2)Oc2ccc(NC(=O)NC3CCCCC3)cc2CC1=O	-9
C[C@H]1CN([C@@H](C)CO)C(=O)c2cc(NC(=O)CCC(F)(F)F)ccc2O[C@H]1CN(C)Cc1ccc(Oc2ccccc2)cc1	-6
C[C@H](CO)N1C[C@H](C)[C@H](CN(C)Cc2ccccc2)Oc2c(NS(=O)(=O)c3cccs3)cccc2C1=O	1
C[C@@H]1CN([C@H](C)CO)C(=O)c2cc(-c3ccccc3)cnc2O[C@@H]1CN(C)C(=O)C1CCOCC1	1
C[C@@H]1CCCCO[C@H](CN(C)C(=O)Nc2ccccc2)[C@H](C)CN([C@@H](C)CO)C(=O)c2cc(N(C)C)ccc2O1	0
C[C@@H]1CCCCO[C@H](CN(C)C(=O)Nc2ccc(C(F)(F)F)cc2)[C@@H](C)CN([C@H](C)CO)C(=O)c2cc(NS(=O)(=O)c3ccccc3)ccc2O1	-4
C[C@H]1CN([C@@H](C)CO)C(=O)c2cc(C#Cc3ccncc3)cnc2O[C@@H]1CN(C)Cc1ccncc1	1
C[C@@H]1CN([C@H](C)CO)C(=O)c2cc(C#Cc3ccccc3)cnc2O[C@@H]1CN(C)C(=O)CCN1CCCCC1	3
C[C@H]1CCCCO[C@H](CN(C)Cc2ccncc2)[C@@H](C)CN([C@@H](C)CO)C(=O)c2cc(NS(=O)(=O)c3cn(C)cn3)ccc2O1	1
CC(=O)OCC(=O)[C@@]12OC(C)(C)O[C@@H]1C[C@H]1[C@@H]3C[C@H](F)C4=CC(=O)C=C[C@]4(C)[C@@]3(F)[C@@H](O)C[C@@]12C	-1
CC(C)NC(=O)Nc1ccc2c(c1)CC(=O)N([C@H](C)CO)C[C@@H](C)[C@H](CN(C)Cc1ccccc1)O2	3
C[C@@H]1CCCCO[C@H](CN(C)C(=O)Nc2ccc(C(F)(F)F)cc2)[C@H](C)CN([C@H](C)CO)C(=O)c2cc(NC(=O)C3CCCCC3)ccc2O1	-6
O=C(C[C@H]1C[C@@H]2c3cc(NC(=O)CC4CC4)ccc3O[C@@H]2[C@@H](CO)O1)NCc1ccccc1	-1
C[C@@H]1CCCCO[C@H](CN(C)C(=O)C2CCCCC2)[C@H](C)CN([C@H](C)CO)C(=O)c2cc(NC(=O)c3ccccc3)ccc2O1	1

Reformatted with bars between the fields: 12 of the compounds above
compound | NSD2 inh
C[C@H](CO)N1C[C@H](C)[C@H](CN(C)Cc2ccccc2)Oc2c(NS(=O)(=O)c3cccs3)cccc2C1=O | 1
C[C@@H]1CN([C@H](C)CO)C(=O)c2cc(-c3ccccc3)cnc2O[C@@H]1CN(C)C(=O)C1CCOCC1 | 1
C[C@@H]1CCCCO[C@H](CN(C)C(=O)Nc2ccccc2)[C@H](C)CN([C@@H](C)CO)C(=O)c2cc(N(C)C)ccc2O1 | 0
C[C@@H]1CCCCO[C@H](CN(C)C(=O)Nc2ccc(C(F)(F)F)cc2)[C@@H](C)CN([C@H](C)CO)C(=O)c2cc(NS(=O)(=O)c3ccccc3)ccc2O1 | -4
C[C@H]1CN([C@@H](C)CO)C(=O)c2cc(C#Cc3ccncc3)cnc2O[C@@H]1CN(C)Cc1ccncc1 | 1
C[C@@H]1CN([C@H](C)CO)C(=O)c2cc(C#Cc3ccccc3)cnc2O[C@@H]1CN(C)C(=O)CCN1CCCCC1 | 3
C[C@H]1CCCCO[C@H](CN(C)Cc2ccncc2)[C@@H](C)CN([C@@H](C)CO)C(=O)c2cc(NS(=O)(=O)c3cn(C)cn3)ccc2O1 | 1
CC(=O)OCC(=O)[C@@]12OC(C)(C)O[C@@H]1C[C@H]1[C@@H]3C[C@H](F)C4=CC(=O)C=C[C@]4(C)[C@@]3(F)[C@@H](O)C[C@@]12C | -1
CC(C)NC(=O)Nc1ccc2c(c1)CC(=O)N([C@H](C)CO)C[C@@H](C)[C@H](CN(C)Cc1ccccc1)O2 | 3
C[C@@H]1CCCCO[C@H](CN(C)C(=O)Nc2ccc(C(F)(F)F)cc2)[C@H](C)CN([C@H](C)CO)C(=O)c2cc(NC(=O)C3CCCCC3)ccc2O1 | -6
O=C(C[C@H]1C[C@@H]2c3cc(NC(=O)CC4CC4)ccc3O[C@@H]2[C@@H](CO)O1)NCc1ccccc1 | -1
C[C@@H]1CCCCO[C@H](CN(C)C(=O)C2CCCCC2)[C@H](C)CN([C@H](C)CO)C(=O)c2cc(NC(=O)c3ccccc3)ccc2O1 | 1

High-throughput results deposited in PubChem BioAssay by Broad Institute.

This is a subset; count on the stated rates, not on these rows.
